Source: PubChem (Southern Research Specialized Biocontainment Screening Center)
M. tuberculosis: growth inhibition of non-replicating M. tuberculosis (AID 488890) | Mycobacterium tuberculosis non-replicating, growth inhibition; higher % means a stronger effect | inhibition, % at 25 µM; hits with a dose series show IC50 in µM | 0.39% of 320,000 active; in the data active = a potency from the dose series; inconclusive = inhibition mostly from about 82% at the one dose, without a potency; inactive = the rest, 99 in 100 with inhibition below about 76%;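 note: plate controls were DMSO cells for no effect and high antibiotic wells for full effect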
PhoP GFP inhibition: Inhibition of PhoP regulon, Salmonella typhi GFP reporter cells, confirmation, 4 h (AID 1850) | Salmonella Typhi PhoP-promoter GFP reporter, fluorescence, 4 h; higher % means a stronger effect | one-dose inhibition, % at 50 µM; IC50 in µM for titrated hits | 0.33% of 310,000 active; in the data active = a potency from the dose series; inconclusive = inhibition mostly from about 25% at the one dose, without a potency; inactive = the rest, 99 in 100 with inhibition below about 19%;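 note: 0% = induced wells with vehicle and 100% = uninduced wells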
inhibitors of VEEV: inhibitors of VEEV TC-83 cytopathic effect, confirmation, Vero cells (AID 588727); one-dose inhibition, % at 20 µM; IC50 in µM for titrated hits; 0.13% of 350,000 active; Vero cells, VEEV TC-83 cytopathic effect inhibition; higher % means a stronger effect; in the data active = a potency from the dose series; inconclusive = inhibition mostly from about 14% at the one dose, without a potency; inactive = the rest, 99 in 100 with inhibition below about 12%; note: strong numbers were not always called active
M. tuberculosis HTS: M. tuberculosis growth inhibition, HTS (AID 449762); M. tuberculosis H37Rv growth inhibition, 7H9 media; higher % means a stronger effect; inhibition, % at 25 µM; hits with a dose series show IC50 in µM; 0.59% of 330,000 active; in the data active = a potency from the dose series; inconclusive = inhibition above about 70% without an active follow-up result;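 note: bacterial growth assessed after seven days of incubation; strong numbers were not always called active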
influenza NS1A: NS1A inhibition, H1N1 influenza, cell based functional assay (AID 504329) | NS1A functional cell-based assay, percent inhibition; higher % means a stronger effect | inhibition, % at 12.5 µM, or IC50 in µM where a hit was titrated | 0.3% of 340,000 active; in the data active = a potency from the dose series; inconclusive = inhibition above about 27% without an active follow-up result; note: strong numbers were not always called active
inhibitors of VEEV 10K pilot screen: also measured in inhibitors of VEEV; calls as there; inhibition, %; measured here: 10K pilot screen inhibition
The depositor's hits bear a star; i = inactive; ? = inconclusive; . = no result given.

SMILES | M. tuberculosis | PhoP GFP inhibition | inhibitors of VEEV | M. tuberculosis HTS | influenza NS1A | others
Cc1cccc(C)c1NC(=O)NC1(C(=O)N2CCCC2)CCCCC1 | -1% | 11% | 3.0% | 1% | -5%
CCCCCn1c(SCC(=O)c2ccccc2)nc2cc(C(=O)NCC3CCCO3)ccc2c1=O (stereo not given) | . | . | 0.2% | . | -6%
COc1ccccc1N1CCN(C(=O)c2cn(-c3ccccc3)nc2-c2cccnc2)CC1 | 14% | 12% | 8.3% | -12% | -3%
COc1cccc(N2CCN(S(=O)(=O)c3cn(C)cn3)CC2)c1 | -5% | -10% | i | -1% | 4%
CN(C)C(CNC(=O)c1cccc(S(=O)(=O)Nc2ccccc2Cl)c1)c1ccccc1 (stereo not given) | . | . | 1.6% | . | -4%
CC(NCc1cc(Br)ccc1OCC(=O)NCc1ccccc1)c1ccccc1 (stereo not given) | ? | 6% | 1.3% | ? | 9%
Cc1csc(NC(=O)c2sc3nc(-c4cccs4)ccc3c2N)n1 | 13% | -6% | . | ? | .
Cc1nc(-c2cn[nH]c2-c2ccc(O)cc2O)cs1 | 23% | 0% | 0.5% | 4% | -6% | inhibitors of VEEV 10K pilot screen=1.9
CCOc1cc(/C=C(\CC(=O)O)c2nc3ccccc3s2)ccc1OCC(=O)Nc1cccc(C(F)(F)F)c1 | . | . | 6.9% | . | -1%
Cc1cc(C)c(S(=O)(=O)Nc2ccc(O)cc2)c(C)c1 | 16% | 10% | 4.5% | 6% | -5%
Cc1ccc(C)c(S(=O)(=O)Nc2ccc(C(=O)NCCCN3CCCC3=O)cc2)c1 | -6% | -7% | 3.8% | 4% | -9%
NC(=O)c1ncn([C@@H]2O[C@H](CNCc3c(OCc4ccccc4F)ccc4ccccc34)[C@@H](O)[C@H]2O)n1 | . | . | i | . | -17%
CCOC(=O)N1CCN(C(=O)/C=C/c2ccc([N+](=O)[O-])cc2)CC1 | 33% | -11% | i | 8% | -7%
N#C/C(=C\c1c(F)cccc1Cl)C(=O)NC1CC1 | 1% | 16% | 6.7% | -1% | 0%
O=C(CN(Cc1ccc(F)cc1)C(=O)c1ccco1)NCc1ccc(F)cc1 | -5% | 3% | 0.4% | -17% | 2%
Cc1ccccc1C(=O)N1CCN(c2ccc([N+](=O)[O-])c(N3CCOCC3)c2)CC1 | 1% | -4% | 0.4% | -8% | 12%
COc1ccc(N2CCCn3c2nc2c3c(=O)n(Cc3ccc(C)cc3)c(=O)n2C)c(OC)c1 | 38% | -14% | 5.0% | -9% | -2%
COc1ccccc1NC(=O)NC1(C(=O)N2CCN(C)CC2)CCCCC1 | -11% | 10% | 1.1% | -12% | -1%
COc1ccc(/C=C/C(=O)c2ccc(OC)cc2OC)c(OC)c1 | 33% | 12% | ? | ? | 7%
CCCc1cc(=O)[nH]c(SCC(=O)NC2(C#N)CCCCC2)n1 | 6% | . | i | -6% | 2%
Cc1ccc(NC(=O)C(=S)NCc2ccco2)cc1 | 17% | 12% | 2.5% | 6% | 3%
CCn1c(=O)c2c(nc(SCC(=O)N3CCCC(C)C3)n2C)n(C)c1=O (stereo not given) | -1% | 2% | 0.2% | 2% | -7%
OC12CC3C[C@H](C1)C(N1CCOCC1)[C@@H](C3)C2 (stereo not given in full) | 8% | -6% | 0.6% | -5% | 2%
COc1cccc(C2C3=C(N=c4s/c(=C\c5ccccc5O)c(=O)n42)c2ccccc2CC3)c1OC (stereo not given) | 18% | 5% | . | 4% | .
CC(C)(C)c1cc(NC(=O)COc2ccc(Br)cc2)n(-c2ccccc2)n1 | -4% | -8% | 4.5% | 3% | 4%
CCN(Cc1cnn(C)c1)Cc1nc(C2(c3ccc(C)cc3)CCCC2)no1 | 2% | -3% | 2.4% | -11% | -7%
CN(C)CCNC(=O)/C=N/O | -8% | -11% | i | 2% | -4%
CCCCOC(=O)C1=C(C)NC(=O)NC1c1ccc(N(C)C)cc1 (stereo not given) | 20% | 3% | 1.4% | 5% | -3%
COc1cc(/C=N/N=C2/C(=O)Nc3ccccc32)cc(OC)c1O | -10% | -6% | 3.5% | -7% | 28%
CCOc1ccc2nc(NC(=O)CSc3cn[nH]n3)sc2c1 | 61% | -6% | 6.3% | ? | 8%
Cc1cc(OCC(=O)OCC(=O)Nc2cccnc2Cl)ccc1Cl | . | . | 3.0% | . | -8%
Cc1oc(-c2cccs2)nc1CN1CCC(c2ccccc2)CC1 | 4% | -1% | 0.7% | 3% | 2%
O=C(Oc1cccc2c(=O)[nH]ccc12)c1ccccc1 | -5% | -3% | 0.9% | 0% | -10%
COc1cc(-c2noc(C)c2C#CC2(N)CCCCC2)cc(OC)c1OC | 8% | -1% | 0.5% | 52% | -1%
COc1ccccc1CNC(=O)COC(=O)/C=C/c1cccs1 | 49% | -8% | i | -1% | -2%
CCOC(=O)C(C)(C)N(Cc1cccc(C)c1)S(=O)(=O)c1ccc(Cl)c([N+](=O)[O-])c1 | -3% | -7% | i | 2% | 0%
CCCCN(C(=O)CN1C(=O)C2CCCCC2C1=O)c1c(N)n(CCC)c(=O)[nH]c1=O (stereo not given) | -7% | -25% | 0.4% | -9% | -4%
CCC(C)N1C(=O)CCC1C(=O)N1CCN(c2ccccc2F)CC1 (stereo not given) | -3% | -6% | i | -9% | -5% | inhibitors of VEEV 10K pilot screen=0.2
Cc1ccccc1C(=O)c1cccn1CC(=O)NCCCN1CCCCC1 | 14% | 6% | i | 0% | 5%
O=C(O)c1cccnc1SCc1cn2cc(Cl)ccc2n1 | -7% | -9% | 1.9% | -2% | -12%
CC1CCCC(NC(=O)COC(=O)c2ccc3ncsc3c2)C1C (stereo not given) | 37% | . | 8.3% | 54% | -4%
CC1CC(C)CN(C(=O)c2ccncc2)C1 (stereo not given) | -7% | -3% | i | -8% | -7%
COc1ccc(N=C/C=C2\C=C(c3ccccc3)OC(C)(C)O2)cc1 | 42% | 14% | 6.8% | ? | 6%
Cc1cc(C(=O)Nc2ccc(F)cc2C)n(-c2ccccc2)n1 | -2% | 7% | 0.8% | 2% | 11%
CCOC(=O)C1(C(=O)OCC)C(C(=O)c2ccccc2)C1c1ccccc1 (stereo not given) | . | . | i | . | 0%

As a short view, some entries already given.
SMILES | M. tuberculosis | PhoP GFP inhibition | inhibitors of VEEV | M. tuberculosis HTS | influenza NS1A | others
Cc1cc(C(=O)Nc2ccc(F)cc2C)n(-c2ccccc2)n1 | -2% | 7% | 0.8% | 2% | 11%
CCOC(=O)C1(C(=O)OCC)C(C(=O)c2ccccc2)C1c1ccccc1 (stereo not given) | . | . | i | . | 0%

Additional compounds follow:
SMILES | M. tuberculosis | PhoP GFP inhibition | inhibitors of VEEV | M. tuberculosis HTS | influenza NS1A | others
Cc1cc(NS(=O)(=O)c2ccc(NC(=O)c3ccc([N+](=O)[O-])c(Cl)c3)cc2)no1 | 62% | 1% | 0.1% | -2% | 13%
NCCc1c(Cc2ccccc2)[nH]c2ccccc12 | 42% | 2% | i | -4% | .
COC(=O)C1=CN(c2cc(C)cc(C)c2)C=C(C(=O)OC)C1c1ccc(OC)c(O)c1 | 22% | 1% | 1.6% | 4% | -2%
CCOC(=O)C1=CNS(=O)(=O)NC1c1ccc(C(=O)OC)cc1 (stereo not given) | . | . | 0.5% | . | 1%
COc1ccc(N2C(=O)CSC2c2ccc3c(c2)OCO3)c(OC)c1 (stereo not given) | -8% | 6% | 8.3% | 8% | 5%
Cc1[nH]c(=O)[nH]c(=O)c1S(=O)(=O)NCCc1ccc(S(N)(=O)=O)cc1 | 5% | 7% | 2.1% | 0% | -7%
COc1ccc(C(C#N)N2N=C(c3ccccc3)CC2c2ccccc2)cc1OC (stereo not given) | ? | -10% | 1.5% | -26% | -14%
COc1cc(OC)c(/C=N/NC(=O)c2ccncc2)c(OC)c1 | 57% | 4% | 0.6% | ? | 5%
COC(=O)c1ccc2c(c1)N(C)C(=O)CS2 | 2% | 6% | 2.9% | 1% | -8%
CCCn1nnnc1NC(=O)c1ccc2ccccc2c1 | 3.5µM* | -4% | i | ? | 10%
CC(=O)NNC(=O)c1csc(Cc2c(Cl)sc3ccc(Cl)cc23)n1 | ? | 17% | 1.1% | ? | 9%
Cc1cc(C)cc(OCC(=O)OCC(=O)NCc2ccco2)c1 | 2% | 7% | 1.8% | 1% | -4%
COc1ccc(CN2CC(C(=O)NCc3ccccn3)CC2=O)cc1 (stereo not given) | 2% | 0% | 0.7% | -11% | 0%
COc1ccccc1CN(C)C(=O)CN1C(=O)c2ccccc2C1=O | -6% | 1% | 1.3% | 9% | 4%
CCOC(=O)c1cc2[nH]c3ccccc3c2[n+](-c2ccc([N+](=O)[O-])cc2)c1N | -12% | -1% | 0.8% | 4% | -3%
O=C(Cn1cnc2ccccc2c1=O)c1ccc2ccccc2c1 | -6% | -13% | 0.9% | 1% | -11%
CC(C)c1nnc(SCC(=O)Nc2ccc3c(c2)OCO3)n1C | 3% | -2% | 1.1% | -10% | -10%
Cc1ccc(NC(=O)c2ccc(C(=O)c3ccccc3)cc2)nc1 | ? | 8% | 0.4% | 7% | -3%
COc1ccc(/C=C/C(=O)Nc2ccc(-n3nncc3-c3ccccc3)cc2)cc1OC | 28% | -5% | 9.1% | 1% | -2%
NC(=O)COC(=O)c1cccc(S(=O)(=O)N2CCCCC2)c1 | -9% | -2% | i | -3% | -1%
C/C(N)=C(/C#N)C(=O)COC(=O)C1CCC(C(C)(C)C)CC1 (stereo not given) | 2% | 8% | 0.3% | 0% | -1%
CSc1nnc(NC(=O)c2ccc(C)c(S(=O)(=O)N3CCOCC3)c2)s1 | 5% | -1% | 3.0% | -4% | 3%
Cn1cc(C(=O)C(=O)N2CCOCC2)c2ccccc21 | -7% | 6% | 3.9% | -14% | -14%
O=C(CN1CCCCCCC1)Nc1cccc(Cl)c1Cl | 10% | -17% | i | -2% | -14%
O=C1C(=Cc2ccccc2)N2CCC1CC2 | . | . | i | . | 11%
COc1ccc(CCNC(=O)CN2C(=O)COc3ccc(S(=O)(=O)N4CCCC4)cc32)c(OC)c1 | 19% | -17% | i | 1% | -4%
CC(O)c1nc2ccccc2n1Cc1ccc([N+](=O)[O-])cc1 (stereo not given) | -5% | -7% | 0.2% | -3% | -4%
COc1cc(Br)cc(CN2CCN(c3ncccn3)CC2)c1O | -7% | 8% | 0.9% | 5% | -11%
O=[N+]([O-])c1ccc(CN2CCN(c3ccc([N+](=O)[O-])cc3)CC2)cc1 | 74% | 8% | i | 10% | 7%
CCC(=O)c1ccc(OCC(=O)NCCCN2CCOCC2)cc1 | . | . | 0.3% | . | 1%

Of the compounds above, these contain a COOH group:
SMILES | M. tuberculosis | PhoP GFP inhibition | inhibitors of VEEV | M. tuberculosis HTS | influenza NS1A | others
CCOc1cc(/C=C(\CC(=O)O)c2nc3ccccc3s2)ccc1OCC(=O)Nc1cccc(C(F)(F)F)c1 | . | . | 6.9% | . | -1%
O=C(O)c1cccnc1SCc1cn2cc(Cl)ccc2n1 | -7% | -9% | 1.9% | -2% | -12%

Further structures follow.
SMILES | M. tuberculosis | PhoP GFP inhibition | inhibitors of VEEV | M. tuberculosis HTS | influenza NS1A | others
CS(=O)(=O)Nc1ccc(C(=O)NCc2cccnc2)cc1 | -4% | -11% | 1.5% | 1% | 9%
CCCOc1ccc(N2C(=O)CC(SCc3nc4ccccc4[nH]3)C2=O)cc1 (stereo not given) | 40% | 8% | 0.8% | 1% | -2%
COc1ccc2c(CC#N)c[nH]c2c1 | 0% | -1% | 0.2% | -13% | -3%
O=C(/N=C1/c2ccccc2CN1c1ccccc1)Nc1ccccc1 | 34% | 5% | 2.8% | 3% | 0%
O=C(CN1CCN(c2nc(-c3ccccc3)cs2)CC1)NNC(=O)c1ccco1 | 23% | 7% | 0.3% | 4% | 4%
O=C(CN1C(=O)NC2(CCc3ccccc32)C1=O)Nc1ccc(Br)cc1F (stereo not given) | 19% | . | 0.4% | -6% | -6%
Cc1occc1-c1nnc(SCc2cc(=O)n3cc(Br)ccc3n2)n1C | 1% | -12% | . | 2% | .

5 compounds already listed, ordered by molecular weight, ascending:
SMILES | M. tuberculosis | PhoP GFP inhibition | inhibitors of VEEV | M. tuberculosis HTS | influenza NS1A | others
CS(=O)(=O)Nc1ccc(C(=O)NCc2cccnc2)cc1 | -4% | -11% | 1.5% | 1% | 9%
CCC(=O)c1ccc(OCC(=O)NCCCN2CCOCC2)cc1 | . | . | 0.3% | . | 1%
CCCOc1ccc(N2C(=O)CC(SCc3nc4ccccc4[nH]3)C2=O)cc1 (stereo not given) | 40% | 8% | 0.8% | 1% | -2%
O=C(CN1CCN(c2nc(-c3ccccc3)cs2)CC1)NNC(=O)c1ccco1 | 23% | 7% | 0.3% | 4% | 4%
O=C(CN1C(=O)NC2(CCc3ccccc32)C1=O)Nc1ccc(Br)cc1F (stereo not given) | 19% | . | 0.4% | -6% | -6%
